Tau fil binding = binds recombinant human tau filaments | P10636 | recombinant tau filaments, thioflavin S fluorescence, 15 h; filaments grown with octadecylsulfate alongside compound | Potency, µM (top dose mostly 57.1 µM), for inactives: at the highest dose activity change, negative = inhibition | 2% of 71,000 active | AID 596;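 note: potency is the fitted concentration of half-maximal effect; % is set by controls: 0 for no effect and ±100 for the full control effect; actives lower thioflavin S fluorescence by blocking filaments or displacing dye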
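ThS-based fibril read: tau 1 uM final, inducer ODS 30 uM final, 37 C for 15 h, ex 450/em 510 nm.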
BRCT PPI red = BRCT-phosphoprotein interaction inhibition (red fluorophore); BRCT-phosphopeptide binding, red fluorescence polarization; Potency, µM (top dose mostly 76.9 µM), for inactives: at the top dose activity change, negative = inhibition, most hits filed as inhibitors; 0.03% of 75,000 active; note: % is set by controls: 0 for no effect and ±100 for the full control effect
Target sequence (P38398 whole entry, looked up): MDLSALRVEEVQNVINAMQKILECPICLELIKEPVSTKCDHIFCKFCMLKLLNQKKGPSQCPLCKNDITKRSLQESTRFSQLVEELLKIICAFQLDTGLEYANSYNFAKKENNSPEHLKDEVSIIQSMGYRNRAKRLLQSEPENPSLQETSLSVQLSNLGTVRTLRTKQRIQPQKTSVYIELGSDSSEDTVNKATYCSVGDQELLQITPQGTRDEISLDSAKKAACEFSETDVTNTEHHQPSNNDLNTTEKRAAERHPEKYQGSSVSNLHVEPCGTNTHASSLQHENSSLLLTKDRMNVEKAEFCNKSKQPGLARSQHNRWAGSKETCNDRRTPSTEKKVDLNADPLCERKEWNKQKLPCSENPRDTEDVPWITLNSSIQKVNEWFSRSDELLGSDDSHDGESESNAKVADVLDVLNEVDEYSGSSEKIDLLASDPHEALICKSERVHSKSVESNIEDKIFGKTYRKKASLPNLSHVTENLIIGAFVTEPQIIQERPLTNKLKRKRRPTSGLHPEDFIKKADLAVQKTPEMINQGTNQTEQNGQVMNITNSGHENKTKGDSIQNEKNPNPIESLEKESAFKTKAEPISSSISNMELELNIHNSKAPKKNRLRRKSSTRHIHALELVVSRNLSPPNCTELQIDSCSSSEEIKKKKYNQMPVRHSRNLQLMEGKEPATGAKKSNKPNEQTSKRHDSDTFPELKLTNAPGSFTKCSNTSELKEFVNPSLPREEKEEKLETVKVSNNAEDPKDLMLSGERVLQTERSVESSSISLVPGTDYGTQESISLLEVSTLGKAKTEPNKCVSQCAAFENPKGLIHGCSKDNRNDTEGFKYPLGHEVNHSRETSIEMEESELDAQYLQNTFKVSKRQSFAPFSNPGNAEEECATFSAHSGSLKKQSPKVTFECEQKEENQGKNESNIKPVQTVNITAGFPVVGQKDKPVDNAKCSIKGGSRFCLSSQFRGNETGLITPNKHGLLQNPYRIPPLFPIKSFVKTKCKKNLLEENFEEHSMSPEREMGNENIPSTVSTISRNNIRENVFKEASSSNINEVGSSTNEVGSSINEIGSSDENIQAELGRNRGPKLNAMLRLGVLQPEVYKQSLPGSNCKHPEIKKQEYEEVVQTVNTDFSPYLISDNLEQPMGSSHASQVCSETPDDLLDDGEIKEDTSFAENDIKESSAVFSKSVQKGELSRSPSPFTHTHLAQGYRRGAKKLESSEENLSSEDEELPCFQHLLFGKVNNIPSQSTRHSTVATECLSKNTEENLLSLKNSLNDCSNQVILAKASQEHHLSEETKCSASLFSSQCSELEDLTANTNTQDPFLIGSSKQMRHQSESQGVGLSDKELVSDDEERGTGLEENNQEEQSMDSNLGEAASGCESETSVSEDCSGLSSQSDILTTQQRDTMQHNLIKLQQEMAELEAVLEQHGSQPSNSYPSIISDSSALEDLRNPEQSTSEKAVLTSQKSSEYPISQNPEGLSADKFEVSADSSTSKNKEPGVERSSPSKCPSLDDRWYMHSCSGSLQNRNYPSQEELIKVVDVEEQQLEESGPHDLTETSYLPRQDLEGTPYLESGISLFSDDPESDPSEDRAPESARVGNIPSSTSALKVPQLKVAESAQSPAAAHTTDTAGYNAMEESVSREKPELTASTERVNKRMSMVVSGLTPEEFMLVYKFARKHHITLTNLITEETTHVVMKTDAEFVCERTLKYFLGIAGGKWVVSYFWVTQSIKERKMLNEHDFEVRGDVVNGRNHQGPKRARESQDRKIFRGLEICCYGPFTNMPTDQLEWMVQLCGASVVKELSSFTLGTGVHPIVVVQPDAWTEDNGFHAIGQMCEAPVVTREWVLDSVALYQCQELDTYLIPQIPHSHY
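Fluorescence polarization: 100 nM His-tagged BRCA1 BRCT with 100 nM TAMRA-labelled phospho-BACH1 decapeptide, phosphate buffer pH 7.3 with 150 mM NaCl, DTT, 0.01% Tween 20; 12 min RT. Binding inhibition seen as FP decrease.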
Caspase-1 inhib = caspase-1 (human) inhibition, allosteric or competitive. P29466. Caspase-1 enzyme, Ac-WEHD-AFC fluorogenic rate. Potency, µM (series often up to 57.5 µM), without a hit: at the highest dose activity change, negative = inhibition, actives largely listed as inhibitors. 0.03% of 75,000 active. AID 900;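 note: potency is the fitted concentration of half-maximal effect; plate controls were vehicle for no effect and no substrate for full effect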
15-hLO inh = 15-hLO (ALOX15) enzyme inhibition; P16050; purified 15hLO-1, xylenol orange hydroperoxide absorbance; Potency, µM (doses to about 57.1 µM), for the others: top-dose activity change, negative = inhibition, most hits filed as inhibitors; 1.4% of 74,000 active; note: potency is the fitted concentration of half-maximal effect; % is set by controls: 0 for no effect and ±100 for the full control effect; nearly all actives have a fitted effect of over 55% in size
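Inhibition is scored from a chromogenic endpoint. After 15 min enzyme-compound contact, arachidonic acid (50 uM final) reacts 6 min with 40 nM 15hLO-1 at room temperature, then Fe-XO reagent is added for 30 min and absorbance ratio recorded.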
DNA Pol III inh = DNA polymerase III holoenzyme inhibition. reconstituted DNA polymerase III holoenzyme replication, biochemical. Potency, µM (titrated, usually from 57.1 µM), for inactives: at the top dose activity change, negative = inhibition. 0.25% of 71,000 active; note: potency is the fitted concentration of half-maximal effect; % is set by controls: 0 for no effect and ±100 for the full control effect
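Reconstituted *E. coli* holoenzyme (0.35 nM Pol III, 1 nM beta, 154 nM SSB, 2 nM primase) was preincubated with compound for 15 min at RT. Synthesis on 1.4 nM ssM13Gori ran 35 min, then was stopped with PicoGreen/EDTA and read as dsDNA fluorescence.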
USP2a inh = inhibitors of human ubiquitin-specific protease USP2a | O75604 | USP2a enzymatic assay, qHTS inhibition | Potency, µM (highest dose often 38.3 µM), inactives show at the highest dose activity change, negative = inhibition, usual class: inhibitors | 0.1% of 60,000 active;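 note: potency is the fitted concentration of half-maximal effect; nearly all actives have a fitted effect of over 60% in size; plate controls were DMSO for no effect and NEM full inhibition control for full effect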
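USP2 core (20nM final) preincubated 30 min RT with compound, then Ub-PLA2 20nM and NBD C6-HPC 20uM final added; buffer 20mM Tris-HCl pH 8.0, 2mM CaCl2. Fluorescence Ex 460/Em 535 read at 0 and 2.5 h; normalized to NEM.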
Rhodamine fluor = rhodamine region autofluorescence; AID 594; Rhodamine-region fluorescence, 547/598 nm, Tris buffer; stronger effect = higher value; 0.05% of 59,000 active; max dye-equivalent concentration, M; in the data active = max dye-equivalent concentration above about 11 nM; inconclusive = between about 1.1 nM and that limit
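Compounds in 100 mM Tris buffer, pH 8.0, were incubated 15 min at room temperature, then read at 547 nm excitation and 598 nm emission. Fluorescence was normalized against a per-plate six-point rhodamine standard curve as dye-equivalent concentration.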
HEK293 cAMP cs = parental HEK293 cAMP activation (counter-screen). parental HEK293 CNG cAMP sensor, membrane potential fluorescence. Potency, µM (doses to about 57.1 µM), without a hit: at the highest dose activation, usual class: activators. 2.5% of 73,000 active. AID 938; note: potency is the fitted concentration of half-maximal effect; % of control where 0% means no effect; nearly all actives have a fitted effect of over 55% in size
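Parental HEK 293 cells stably expressing a cAMP-gated CNG channel were loaded with membrane potential dye containing 100 uM RO 20-1724 for 60 min. Compound added for 30 min; depolarization read as fluorescence intensity at 590 nm.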
BRCT PPI green = inhibitors of human BRCA1 BRCT-phosphoprotein interaction (green fluorophore); BRCA1 BRCT-phosphopeptide binding, green fluorescence polarization; Potency, µM (highest dose often 76.9 µM), inactives show top-dose activity change, negative = inhibition, actives largely listed as inhibitors; 0.05% of 75,000 active; P38398;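 note: potency is the fitted concentration of half-maximal effect; plate controls were peptide without protein for full effect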
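Fluorescence polarization: His-tagged BRCT (~35 kDa BRCA1 C-terminus, 250 nM) bound to 100 nM fluorescein-labeled phosphorylated 10-aa BACH1 peptide, pH 7.3 phosphate buffer with DTT and Tween 20. Compounds incubated 12 min at room temperature; inhibition read as lowered polarization.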
HADH2 inh = blocks human hydroxyacyl-CoA dehydrogenase type II | AID 886 | recombinant HADH2, NADH fluorescence, beta-hydroxybutyryl-CoA | Q99714 | 3.4% of 73,000 active | Potency, µM (top dose mostly 57.1 µM), for inactives: top-dose activity change, negative = inhibition, most hits filed as inhibitors; note: potency is the fitted concentration of half-maximal effect; % is set by controls: 0 for no effect and ±100 for the full control effect; nearly all actives have a fitted effect of over 60% in size; many of its hits are not listed in these tables
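His-tagged recombinant enzyme from E. coli, 20 nM, preincubated 15 min RT with compound; reaction started with 1 mM NAD+ and 90 uM beta-hydroxybutyryl-CoA in 100 mM Tris-HCl pH 9.0. NADH fluorescence (ex 360/em 450) read over 4 min; last-minus-first difference.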
Casp7 inh = blocks human caspase-7 allosterically or competitively. P55210. recombinant caspase-7, Ac-DEVD-AFC fluorescence rate. 0.02% of 75,000 active. Potency, µM (series often up to 57.5 µM), for inactives: at the top dose activity change, negative = inhibition, usual class: inhibitors; active = well fitted inhibition curve with a large enough effect in the main read-out, with a control signal flat, not every such curve was filed as active; inconclusive = small, poorly fitted or top-dose-only effect, or a change in a side signal; note: potency is the fitted concentration of half-maximal effect; % of control where 0% means no effect
* marks the source's active call; other numbers are inactive results; [ ] = dose if it differs, or a comment. Unless noted, calls come from the whole dose curve; as a rule, active = well fitted curve in the direction sought with a large enough effect; inconclusive = small, poorly fitted or top-dose-only effect, or another doubt; inactive = no such curve, though single readings can be large; an effect the other way counts as inactive or inconclusive. The list is partial, so the mix of outcomes need not match the whole.

Results for Cc1cc(/C=C\c2ccc3cc(N(C)C)ccc3[n+]2C)c(C)n1-c1ccccc1 ?
Tau fil binding: 3.2µM*; BRCT PPI red: 4.7%[34.4 µM]; Caspase-1 inhib: -4%[25.7 µM]; DNA Pol III inh: -7%[25.6 µM]; USP2a inh: 55%[activator][17.1 µM]; Rhodamine fluor: inconclusive; HEK293 cAMP cs: 7%[25.6 µM]; BRCT PPI green: 8.3%[34.4 µM]; HADH2 inh: 5%[25.6 µM]; Casp7 inh: -20%[25.7 µM]

How did COC(=O)c1ccc(C2NC(=O)NC(C)=C2C(=O)N(C)C)cc1 (stereo not drawn) do in these assays?
Tau fil binding: 1%; BRCT PPI red: -0.8%; Caspase-1 inhib: -1%; 15-hLO inh: 11%; DNA Pol III inh: 0%; USP2a inh: -2%; Rhodamine fluor: inactive; HEK293 cAMP cs: inconclusive; BRCT PPI green: -2.3%; HADH2 inh: -1%; Casp7 inh: -2%

What do the screens show for `Cc1cc(OCCN2CCCC2)ccc1C(C)C`?
Tau fil binding: inconclusive; BRCT PPI red: 0.6%; Caspase-1 inhib: 2%; 15-hLO inh: -10%; DNA Pol III inh: 0%; USP2a inh: -8%; HEK293 cAMP cs: 12%; BRCT PPI green: 0.6%; HADH2 inh: -5%; Casp7 inh: 1%

What do the screens show for `O=C(NCCSCc1ccco1)Nc1ccc(Cl)cc1`?
Tau fil binding: -5%; BRCT PPI red: 0.0%; Caspase-1 inhib: 1%; 15-hLO inh: -4%; DNA Pol III inh: 4%; USP2a inh: 6%; Rhodamine fluor: inactive; HEK293 cAMP cs: 2%; BRCT PPI green: -1.0%; HADH2 inh: -1%; Casp7 inh: 1%

How did Nc1nc(CN2CCN(c3ccccc3)CC2)nc(N2CCCc3ccccc32)n1 do in these assays?
Tau fil binding: -6%; BRCT PPI red: -1.6%; Caspase-1 inhib: -1%; 15-hLO inh: 4%; DNA Pol III inh: 5%; USP2a inh: 35%[activator]; Rhodamine fluor: inactive; HEK293 cAMP cs: inconclusive; BRCT PPI green: -3.2%; HADH2 inh: 3%; Casp7 inh: -3%

What do the screens show for `O=C(NC1CCCCC1)c1cccnc1C(=O)O`?
Tau fil binding: -2%; BRCT PPI red: 0.3%; Caspase-1 inhib: 2%; 15-hLO inh: 2%; DNA Pol III inh: 4%; USP2a inh: -6%; Rhodamine fluor: inactive; HEK293 cAMP cs: 3%; BRCT PPI green: -0.3%; HADH2 inh: -16%; Casp7 inh: 0%

How did O=C(COC(=O)CCc1c[nH]c(=O)[nH]1)Nc1cccc(Cl)c1 do in these assays?
Tau fil binding: 11%; BRCT PPI red: 0.0%; Caspase-1 inhib: -3%; 15-hLO inh: 3%; DNA Pol III inh: 1%; USP2a inh: -4%; Rhodamine fluor: inactive; HEK293 cAMP cs: -2%; BRCT PPI green: -2.4%; HADH2 inh: -27%; Casp7 inh: -2%

Results for COC(=O)NC1CSCC1OC(=O)c1ccc(Br)cc1 (stereo not drawn) ?
Tau fil binding: 1%; BRCT PPI red: 0.7%; Caspase-1 inhib: 0%; 15-hLO inh: 3%; DNA Pol III inh: -1%; USP2a inh: 0%; Rhodamine fluor: inactive; HEK293 cAMP cs: 12%; BRCT PPI green: 1.0%; HADH2 inh: 8%; Casp7 inh: -4%

What do the screens show for `CCOc1cc(C2C(C(=O)OCC(C)C)=C(C)N=C3SCCC(=O)N32)ccc1OC(C)=O` (stereo not drawn)?
Tau fil binding: 12%; BRCT PPI red: -2.2%; Caspase-1 inhib: -5%; 15-hLO inh: -8%; DNA Pol III inh: -4%; USP2a inh: 12%; Rhodamine fluor: inactive; HEK293 cAMP cs: 0%; BRCT PPI green: -1.4%; HADH2 inh: -7%; Casp7 inh: -4%

What do the screens show for `CCCN1CCN(C(c2cc3cc(OCC)ccc3[nH]c2=O)c2nnnn2C2CCCCC2)CC1` (stereo not drawn)?
Tau fil binding: -2%; BRCT PPI red: 0.2%; Caspase-1 inhib: -5%; 15-hLO inh: 3%; DNA Pol III inh: 3%; USP2a inh: 14%; Rhodamine fluor: inactive; HEK293 cAMP cs: 27%; BRCT PPI green: -1.1%; HADH2 inh: -20%; Casp7 inh: -6%

What do the screens show for `CO[C@@H]1COC(=O)[C@H]2CCCN2C(=O)[C@@H](C)COC(=O)C/C=C\[C@H]1C`?
BRCT PPI red: -0.8%[15.4 µM]; Caspase-1 inhib: 0%[11.5 µM]; 15-hLO inh: 4%[11.4 µM]; HEK293 cAMP cs: -6%[11.4 µM]; BRCT PPI green: -1.8%[15.4 µM]; HADH2 inh: 8%[11.4 µM]; Casp7 inh: -3%[11.5 µM]

Results for CCOc1ccc2[nH]c(=O)c(CN(CCO)C(=O)c3ccc(F)cc3)cc2c1 ?
Tau fil binding: 2%; BRCT PPI red: -1.7%; Caspase-1 inhib: 2%; 15-hLO inh: -10%; DNA Pol III inh: 1%; USP2a inh: 6%; Rhodamine fluor: inactive; HEK293 cAMP cs: -6%; BRCT PPI green: 1.5%; HADH2 inh: 81%[activator]; Casp7 inh: -2%

Results for COc1ccc(-c2noc(CCCC(=O)NCCc3ccccc3)n2)cc1OC ?
Tau fil binding: 4%; BRCT PPI red: -0.4%; Caspase-1 inhib: 2%; 15-hLO inh: 7%; DNA Pol III inh: -3%; USP2a inh: 11%; Rhodamine fluor: inactive; HEK293 cAMP cs: 7%; BRCT PPI green: -1.6%; HADH2 inh: 6%; Casp7 inh: 0%

How did CSc1nnnc2ccccc12 do in these assays?
Tau fil binding: -3%[11.4 µM]; BRCT PPI red: 0.6%[15.4 µM]; Caspase-1 inhib: -12%[11.5 µM]; 15-hLO inh: 5%[11.4 µM]; DNA Pol III inh: -5%[11.4 µM]; Rhodamine fluor: inactive; HEK293 cAMP cs: 7%[11.4 µM]; BRCT PPI green: -1.9%[15.4 µM]; HADH2 inh: 6%[11.4 µM]; Casp7 inh: 0%[11.5 µM]

How did O=C(NCc1cccs1)C1CCCN(S(=O)(=O)c2ccc3c(c2)OCO3)C1 (stereo not drawn) do in these assays?
Tau fil binding: 0%; BRCT PPI red: -0.7%; Caspase-1 inhib: 2%; 15-hLO inh: 3%; DNA Pol III inh: -1%; USP2a inh: 6%; Rhodamine fluor: inactive; HEK293 cAMP cs: -4%; BRCT PPI green: 0.5%; HADH2 inh: 1%; Casp7 inh: 1%

Results for Clc1ccccc1Cn1nnc(-c2cccs2)n1 ?
Tau fil binding: 0%; BRCT PPI red: -0.4%; Caspase-1 inhib: -2%; 15-hLO inh: -18%; DNA Pol III inh: 2%; USP2a inh: -18%; Rhodamine fluor: inactive; HEK293 cAMP cs: 30%; BRCT PPI green: -0.3%; HADH2 inh: 1%; Casp7 inh: -10%

What do the screens show for `CN1C(=O)CC(c2ccco2)Sc2ccccc21` (stereo not drawn)?
BRCT PPI red: 1.4%; Caspase-1 inhib: -1%; 15-hLO inh: 8%; HEK293 cAMP cs: -2%; BRCT PPI green: -1.7%; HADH2 inh: 2%; Casp7 inh: -4%

How did O=C(CCC(=O)OCC(F)(F)C(F)F)Nc1ccc(Cl)cc1 do in these assays?
Tau fil binding: -14%; BRCT PPI red: 1.3%; Caspase-1 inhib: -2%; 15-hLO inh: 10%; DNA Pol III inh: -6%; USP2a inh: -7%; HEK293 cAMP cs: 32µM*; BRCT PPI green: -0.3%; HADH2 inh: 8%; Casp7 inh: -1%

Results for CN(C)C(CNC(=O)CSc1nnc(-c2ccco2)o1)c1ccccc1 (stereo not drawn) ?
Tau fil binding: 3%; BRCT PPI red: -0.7%; Caspase-1 inhib: 1%; 15-hLO inh: 9%; DNA Pol III inh: 0%; USP2a inh: 3%; Rhodamine fluor: inactive; HEK293 cAMP cs: 3%; BRCT PPI green: -3.7%; HADH2 inh: 4%; Casp7 inh: -1%

Random excerpt: 2 entries already listed, in no set order.
Results for Clc1ccccc1Cn1nnc(-c2cccs2)n1 ?
Tau fil binding: 0%; BRCT PPI red: -0.4%; Caspase-1 inhib: -2%; 15-hLO inh: -18%; DNA Pol III inh: 2%; USP2a inh: -18%; Rhodamine fluor: inactive; HEK293 cAMP cs: 30%; BRCT PPI green: -0.3%; HADH2 inh: 1%; Casp7 inh: -10%

How did O=C(NCc1cccs1)C1CCCN(S(=O)(=O)c2ccc3c(c2)OCO3)C1 (stereo not drawn) do in these assays?
Tau fil binding: 0%; BRCT PPI red: -0.7%; Caspase-1 inhib: 2%; 15-hLO inh: 3%; DNA Pol III inh: -1%; USP2a inh: 6%; Rhodamine fluor: inactive; HEK293 cAMP cs: -4%; BRCT PPI green: 0.5%; HADH2 inh: 1%; Casp7 inh: 1%

Assay outcomes (PubChem)
